From PubChem
KLK7 zymogen act – proKLK7 zymogen activators, primary screen, biochemical, fluorescence intensity | Kallikrein-7 (Homo sapiens), P49862 | purified proKLK7, EDANS-DABCYL substrate fluorescence; 100% is mature enzyme control, 0% vehicle | activation, % at 7 µM | 370,000 tested, 0.9% active | AID 652039, 2013;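 active = activation above the mean of all tested compounds plus 3 SD, computed per campaign excluding outliers beyond control limits, cut at about 13% in these data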
Target sequence (P49862 whole entry, looked up): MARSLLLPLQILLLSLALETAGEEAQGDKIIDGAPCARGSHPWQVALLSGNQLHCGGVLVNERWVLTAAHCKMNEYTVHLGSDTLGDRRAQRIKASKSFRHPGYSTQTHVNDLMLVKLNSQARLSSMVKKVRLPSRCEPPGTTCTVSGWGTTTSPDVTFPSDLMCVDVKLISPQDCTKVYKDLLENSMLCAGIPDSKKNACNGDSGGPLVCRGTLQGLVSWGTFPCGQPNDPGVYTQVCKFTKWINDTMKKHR
NPR1 activator – GC-A stimulated cGMP production enhancers – HEK293 GC-A cells, cGMP TR-FRET, EC30 ANP, primary screen | Atrial natriuretic peptide receptor 1 (Homo sapiens), P16066 | 0% at EC30 ANP, 100% saturating ANP | activation, % at 10 µM | 370,000 tested, 0.14% active | AID 1671463, 2021; in the data active = activation above about 40%
DAX1 inh-1 – DAX1 (NR0B1) inhibitors on StAR promoter, primary screen, cell-based, luminescence, SF-1 (NR5A1), full-length DAX-1; inhibition, % at 6.8 µM; 370,000 tested, 1.1% active; AID 652010, 2013; HEK293T StAR-luciferase reporter, SF-1/DAX-1 repression relief;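 active = inhibition above the mean over all tested compounds plus 3 SD, cut at about 3.6% in these data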;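 also: 0% = DAX-1 cells with DMSO and 100% = cells lacking DAX-1 with DMSO; higher inhibition means more luminescence from relief of DAX-1 repression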
hcDAF-12 act – H. contortus DAF-12 nuclear receptor activators, primary screen, cell-based, luminescence, HEK293, lit1-tk-luc reporter; 370,000 tested, 1.4% active; HEK293 hcDAF-12 lit1-tk-luc reporter; 0% DMSO, 100% Δ7-dafachronic acid; activation, % at 6.8 µM;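 active = activation above the mean of all tested compounds plus 3 SD, cut at about 5.5% in these data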;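 also: 100% = response to 3 µM Δ7-dafachronic acid high control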
ssDAF-12 act – S. stercoralis DAF-12 nuclear receptor activators, primary screen, cell-based, luminescence, HEK293, GRIP1 co-expression, lit1-tk-luc; 370,000 tested, 1% active; AID 652126, 2013; Nuclear hormone receptor DAF-12 (Strongyloides stercoralis); activation, % at 6.8 µM; HEK293 ssDAF-12/GRIP1 lit1-tk-luc reporter; % of 3 µM dafachronic acid response;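 active = activation above the mean over all tested compounds plus 3 SD, cut at about 0.9% in these data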;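 also: 0% = DMSO-only wells and 100% = 3 µM delta7-dafachronic acid wells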
SMARCA2 activ – SMARCA2 (BRM) function activators, primary screen, cell-based, luminescence, high throughput. 370,000 tested, 1% active. MG213 cells, MMTV-luciferase reporter, dexamethasone, overnight. activation, % at 9.1 µM; in the data active = activation above about 7.8%;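 also: 0% = vehicle wells and 100% = reference activator wells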
sPLA2-III inh – human group III sPLA2 inhibitors, primary screen, biochemical, QFRET, BODIPY PC-A2 liposome substrate | 370,000 tested, 0.56% active | inhibition, % at 12.2 µM | AID 743126, 2013 | Group 3 secretory phospholipase A2 (Homo sapiens), Q9NZ20 | QFRET BODIPY PC-A2 liposome hydrolysis, fluorescence;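 active = inhibition above mean plus 3 SD of compounds lying within the high and low control bounds, cut at about 19% in these data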;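 also: 0% = median of test compound wells and 100% = no enzyme DMSO wells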
Target sequence (Q9NZ20 whole entry, looked up): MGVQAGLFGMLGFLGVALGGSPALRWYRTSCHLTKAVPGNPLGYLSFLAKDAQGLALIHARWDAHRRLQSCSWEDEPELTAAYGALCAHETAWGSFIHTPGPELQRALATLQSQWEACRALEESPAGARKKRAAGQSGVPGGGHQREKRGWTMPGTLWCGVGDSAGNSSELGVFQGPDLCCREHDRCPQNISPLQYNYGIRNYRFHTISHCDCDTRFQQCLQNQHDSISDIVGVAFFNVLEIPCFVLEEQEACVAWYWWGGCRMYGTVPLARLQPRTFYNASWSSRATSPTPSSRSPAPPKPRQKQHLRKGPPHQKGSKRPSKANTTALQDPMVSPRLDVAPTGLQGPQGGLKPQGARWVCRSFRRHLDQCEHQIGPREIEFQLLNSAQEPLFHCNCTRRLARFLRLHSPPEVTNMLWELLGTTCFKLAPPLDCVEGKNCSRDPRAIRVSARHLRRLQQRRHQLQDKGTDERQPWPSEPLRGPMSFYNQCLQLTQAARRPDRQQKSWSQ
NPR2 activator – human GC-B receptor activators, primary screen, HEK293 GC-B cells, cGMP TR-FRET, EC30 CNP. 0% at EC30 CNP, 100% saturating CNP. Atrial natriuretic peptide receptor 2 (Homo sapiens), P20594. AID 1920062, 2024. activation, % at 10 µM. 370,000 tested, 0.11% active;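 active = activation at 10 µM reaching about 35% in either raw or pattern-adjusted values, limit read from the data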
hgDAF-12 ag – H. glycines DAF-12 receptor agonists, primary screen, cell-based, luminescence, HEK293, GAL4 fusion, UAS-luciferase; HEK293 GAL4-hgDAF12 UAS-luciferase reporter, agonist luminescence; normalized to butyrate control; activation, % at 6.8 µM; 370,000 tested, 1.8% active; AID 687014, 2013;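 active = activation above a cutoff set at the mean of all screened compounds plus 3 SD, cut at about 10% in these data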;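 also: 0% = DMSO wells and 100% = sodium butyrate wells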
FXN GAA850 act – FXN promoter activators, primary screen, cell-based, luciferase luminescence, HEK293 lucGAA850; HEK293 lucGAA850 FXN promoter luciferase reporter, 24 h; percent of 10 µM SAHA response; activation, % at 6 µM; 360,000 tested, 0.56% active; AID 540364, 2011;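 active = activation above the average of all compounds screened plus 3 SD, cutoff fixed separately per campaign, cut at about 7.5% in these data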;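 also: 0% = DMSO wells and 100% = 10 µM SAHA wells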
DAX1 inh-2 – DAX1 (NR0B1) inhibitors, primary screen, cell-based, HEK293, Gal4-DAX1, luciferase luminescence. inhibition, % at 6.75 µM. HEK293 Gal4-DAX1 luciferase reporter. Nuclear receptor subfamily 0 group B member 1 (Homo sapiens), P51843. 340,000 tested, 0.99% active. AID 504766, 2011;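 active = inhibition above the mean over all tested compounds plus 3 SD, cut at about 4.2% in these data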;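 also: 0% = DAX1-transfected cells with DMSO and 100% = empty-vector control cells with DMSO; inhibition shows as a rise in luminescence from relieved DAX1 repression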
Target sequence (P51843 207-470 limits assumed): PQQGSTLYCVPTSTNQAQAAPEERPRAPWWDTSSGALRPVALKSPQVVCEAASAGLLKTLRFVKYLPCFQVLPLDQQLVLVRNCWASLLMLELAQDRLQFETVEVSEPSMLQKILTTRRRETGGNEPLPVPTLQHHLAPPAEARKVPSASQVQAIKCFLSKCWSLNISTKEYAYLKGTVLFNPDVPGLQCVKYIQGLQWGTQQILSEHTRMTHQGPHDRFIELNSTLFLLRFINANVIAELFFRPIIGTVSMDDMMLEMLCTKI
The depositor's hits bear a star; . = not tested or not shown.

SMILES | KLK7 zymogen act | NPR1 activator | DAX1 inh-1 | hcDAF-12 act | ssDAF-12 act | SMARCA2 activ | sPLA2-III inh | NPR2 activator | hgDAF-12 ag | FXN GAA850 act | DAX1 inh-2
Cc1cc(C(=O)COc2cccc(-n3cnnn3)c2)c(C)n1-c1ccccc1 | 0.8 | -3 | -1.3 | -3.0 | -2.2 | -8 | -3 | -3 | -2.8 | -2.3 | -1.7
CCC[C@H]1[C@@H](OC(=O)NCc2ccc(C)cc2)CC[C@@]23CCCN2C(=O)CCC[C@@H]13 | . | -29 | . | -0.7 | -2.1 | . | -7 | -32 | 2.9 | . | .
CCOC(=O)N1CCN(C(=O)c2ccccc2NS(=O)(=O)c2ccc(C)cc2)CC1 | -0.1 | -1 | -0.2 | -1.3 | -1.2 | 0 | 1 | 0 | -2.6 | 1.1 | 0.0
COc1cc(C2c3c(oc4ccccc4c3=O)C(=O)N2Cc2ccncc2)ccc1O (stereo unspecified) | 0.2 | -6 | -0.9 | -0.8 | -0.8 | -8 | -1 | -2 | -1.6 | -1.5 | -1.1
CC(C)COc1ccc(Br)cc1CNC(C)(C)C | -0.3 | -34 | 0.1 | 0.8 | -1.6 | 0 | -4 | -15 | -2.6 | -2.2 | -0.2
Nc1nc(NCCOCCO)nc(NCc2ccccc2)c1[N+](=O)[O-] | -0.1 | 3 | -0.5 | 0.7 | -1.0 | -2 | -3 | 11 | -1.9 | 0.7 | -0.2
CNS(=O)(=O)c1cccc(C(=O)OCC(=O)c2ccc3[nH]c(=O)[nH]c3c2)c1 | -0.2 | -2 | -0.2 | -0.3 | -0.4 | 3 | -11 | 4 | 1.1 | 2.8 | -0.3
O=[N+]([O-])c1ccc(Oc2cccc(Br)c2)c2ccncc12 | 0.4 | 6 | -0.7 | 0.1 | -1.3 | -2 | 8 | 2 | 0.1 | 0.7 | -1.1
NC(N)=NS(=O)(=O)c1ccc(NC(=S)NC(=O)c2ccccc2)cc1 | 0.3 | 2 | -0.4 | -1.3 | -0.8 | 1 | 8 | 4 | 0.5 | 0.7 | 1.9
Cc1ccc(NC(=O)N2CCCC2C(=O)NCc2ccc3c(c2)OCO3)cc1 (stereo unspecified) | 0.3 | 5 | -0.1 | -1.3 | -0.9 | -4 | 13 | 3 | -1.9 | -1.8 | 2.2
O=c1cc(-c2ccccc2)ss1 | -0.6 | -3 | -1.6 | 1.1 | -0.2 | -2 | 8 | -2 | 0.8 | 1.0 | -1.2
Cc1cccn2c(=O)c3cc(C(=O)NC4CCCCC4)sc3nc12 | 0.6 | 13 | -0.2 | 1.6 | -1.2 | -1 | -2 | -2 | 1.7 | 2.0 | -1.6
COC(=O)c1ccc2nc(-c3cccc(Cl)c3)c(Cc3cccc(Cl)c3)n2c1 | -0.5 | -8 | 2.5 | 1.7 | 0.9* | 4 | -7 | 2 | 2.9 | . | .
COc1ccc(NCc2n[nH]nc2-c2ccccc2)cc1Cl | 0.0 | -1 | -1.3 | -1.3 | -0.8 | 3 | -39 | -4 | -0.8 | -1.1 | -1.0
CCCN(CCC)CCCNC(=S)Nc1ccc2nc3n(c(=O)c2c1)CCCCC3 | -0.1 | -4 | 0.2 | -1.8 | -1.7 | -1 | -1 | 0 | -0.4 | 0.2 | -0.9
Cc1cc(=O)n2[nH]cc(-c3ccccc3)c2n1 | -7.7 | 0 | -0.5 | -1.3 | -1.0 | 0 | 3 | 1 | -1.4 | -0.4 | 0.9
O=CN(CCN(C=O)CN1CCCCC1)CN1CCCCC1 | -0.2 | 0 | 0.6 | 1.7 | -0.8 | 0 | 5 | 8 | 1.0 | -1.7 | 0.6
CCOc1cc(N2CCOCC2)c(OCC)cc1NC(=O)COC(=O)COc1ccc(C#N)cc1 | -0.3 | 2 | -0.8 | 0.2 | -1.2 | -3 | 11 | -3 | -1.6 | 1.1 | 1.0
COC(=O)CSc1nc2sccc2c(=O)n1-c1ccccc1 | -0.6 | -2 | -0.8 | -1.9 | -1.4 | -1 | 0 | 0 | -0.1 | 0.7 | -0.1
CCOc1cc(/C=N/NC(=O)Cc2ccc(C(F)(F)F)cc2[N+](=O)[O-])c(Br)cc1OC | 0.5 | . | 0.4 | -0.3 | -1.0 | 4 | 3 | . | -1.1 | -0.5 | 0.0
Cc1ccc(NC(=S)NC(=O)Cc2ccccc2)c(O)c1 | -0.6 | -4 | 0.4 | 0.4 | -0.7 | 2 | -6 | -6 | 0.6 | 0.4 | -0.2
O=C(COC(=O)c1ccccc1-c1nc2ccccc2s1)NC1CCS(=O)(=O)C1 (stereo unspecified) | 0.5 | 2 | -0.4 | 0.1 | -1.2 | -4 | 12 | 2 | -2.4 | -1.1 | 0.2
CC1(C)c2[nH]c3ccccc3c2C[C@H]2C(=O)N(N)CC(=O)N21 | -0.2 | 0 | 0.3 | 3.4 | -1.2 | 4 | 1 | -1 | 0.0 | 0.7 | -1.1
CCCCC(OC(=O)c1ccco1)C(=O)NCc1ccc(C)cc1 (stereo unspecified) | -0.5 | -6 | 0.3 | 1.1 | -0.9 | 7 | 2 | -5 | -0.7 | 0.5 | -1.5
N#Cc1c(-c2ccccc2)nc(SCC(=O)Nc2nnc(C(F)(F)F)s2)[nH]c1=O | -0.4 | 7 | 0.3 | -0.3 | -1.3 | 4 | -15 | 1 | -2.4 | 2.8 | .
CCOC(=O)c1c(C)[nH]c(C(=O)/C(C#N)=C/c2ccc(OC(F)F)c(OC)c2)c1C | 0.6 | 2 | -0.7 | -0.8 | -1.2 | -4 | -1 | -1 | -1.9 | 6.2 | 0.6
O=C(O)c1ccc(Sc2nnnn2-c2ccccc2)c([N+](=O)[O-])c1 | -0.1 | 0 | -0.3 | 0.5 | -0.9 | -5 | -1 | -2 | -0.1 | -2.5 | 0.1
COc1ccc(C2N(c3ccc(Cl)cc3)N=C(C(C)=O)N(C)N2C(C)=O)cc1 (stereo unspecified) | 0.4 | -10 | -0.8 | 1.0 | -1.2 | -3 | -4 | -5 | -1.1 | 0.0 | -1.6
O=C(c1ccc(CNc2c(N3CCCC3)c(=O)c2=O)cc1)N1CCN(C2CCCCC2)CC1 | -0.3 | 2 | 0.4 | 0.9 | -1.2 | -2 | 6 | 2 | -1.6 | 0.4 | 0.3
CCCCNC(=O)C(=O)NC(C)CCc1ccccc1 (stereo unspecified) | -0.4 | 4 | 0.2 | -1.3 | -1.0 | 1 | 6 | 6 | 0.8 | -0.3 | 1.1
Cc1cc(C(=O)N2CCN(c3ncccn3)CC2)c2cc(F)ccc2n1 | -0.3 | -1 | -1.1 | -2.6 | -1.6 | -3 | 17 | 3 | -2.1 | -2.3 | -0.6
COc1cccc(CNC(=O)CCC2CCCN(c3cc(C)nc(N4CCCC4)n3)C2)c1 (stereo unspecified) | -0.1 | 1 | 0.3 | -2.1 | -0.9 | -1 | -1 | -3 | -1.5 | 0.6 | 0.3
C[C@H](CO)N1C[C@H](C)[C@H](CN(C)C(=O)Nc2cccc(C(F)(F)F)c2)OCc2cnnn2CCCC1=O | 0.1 | 1 | 1.1 | -0.7 | -0.9 | 0 | 2 | 2 | -0.1 | 0.9 | 0.3
CN(CCc1ccccc1)C(=O)c1cccc(NC(=O)Cc2ccc([N+](=O)[O-])cc2)c1 | 0.6 | -1 | -0.5 | -2.0 | -1.6 | -1 | -26 | 1 | -3.0 | -0.3 | -0.5
CC1=C(C(=O)NC(C)C)C2(CCC(C)CC2)OC1=O (stereo unspecified) | -0.2 | 5 | 1.7 | 4.1 | 0.5 | -2 | 4 | 3 | -1.1 | -0.8 | 1.2
C=CCSc1nc2ccsc2c(=O)n1-c1cccnc1 | 0.0 | 2 | -0.5 | -1.3 | -1.4 | 1 | 2 | -2 | 0.4 | 4.1 | .
COc1cc(/C=C/C(=O)O)cc(S(=O)(=O)NCCCC(=O)O)c1OC | -0.2 | 3 | 0.3 | -1.7 | -0.7 | -2 | -1 | -2 | -0.3 | 1.7 | 0.3
CC(CCN1CCC(C(O)(c2ccccc2)c2ccccc2)CC1)Oc1ccc(OC(F)(F)F)cc1 (stereo unspecified) | 1.1 | -14 | 0.5 | 7.5* | 0.3 | -5 | -19 | -7 | 4.7 | . | .
CC1(c2cccc([N+](=O)[O-])c2)CC(C)(C)N(C(=O)c2ccccc2)c2ccccc21 (stereo unspecified) | -0.3 | -1 | -0.5 | -1.9 | -0.5 | -3 | 18 | -3 | -2.2 | -2.0 | 1.2
CCN(CC)S(=O)(=O)c1ccc(N/N=C(\C)c2ccncc2)nc1 | -0.6 | 1 | -0.1 | -0.9 | -1.6 | 1 | 1 | -4 | 2.3 | 3.0 | -0.1
Cc1cccc(NC(=O)C2CCCN(S(=O)(=O)c3c(C)nn(C)c3C)C2)c1 (stereo unspecified) | -0.2 | 2 | 0.1 | -0.3 | -1.5 | 0 | -6 | -5 | 5.8 | 1.0 | -0.5
COc1ccc(/C=N/NC(=O)c2ccn[nH]2)cc1COc1ccc(Cl)cc1Cl | -0.8 | 3 | -0.8 | -2.4 | -1.0 | 0 | -15 | -5 | 7.4 | 4.7 | 0.2
CC(C)(C)c1ccc(CC(=O)N2CCC2(C)C(=O)Nc2cccc3cccnc23)cc1 (stereo unspecified) | -0.2 | 1 | -0.2 | -0.8 | -1.5 | -2 | -4 | -1 | -0.7 | -0.2 | .
Cc1cc(C)c(C(=O)CSc2nnc(C)c(=O)[nH]2)cc1C | 0.3 | -2 | -0.1 | -0.1 | -0.6 | 0 | -3 | 0 | 1.2 | 0.5 | -1.6

One compound at a time, from the list above:
`CC(C)(C)c1ccc(CC(=O)N2CCC2(C)C(=O)Nc2cccc3cccnc23)cc1` (stereo unspecified) is listed as KLK7 zymogen act = -0.2; NPR1 activator = 1; DAX1 inh-1 = -0.2; hcDAF-12 act = -0.8; ssDAF-12 act = -1.5; SMARCA2 activ = -2; sPLA2-III inh = -4; NPR2 activator = -1; hgDAF-12 ag = -0.7; FXN GAA850 act = -0.2; DAX1 inh-2 = .
`COc1ccc(/C=N/NC(=O)c2ccn[nH]2)cc1COc1ccc(Cl)cc1Cl` is listed as KLK7 zymogen act = -0.8; NPR1 activator = 3; DAX1 inh-1 = -0.8; hcDAF-12 act = -2.4; ssDAF-12 act = -1.0; SMARCA2 activ = 0; sPLA2-III inh = -15; NPR2 activator = -5; hgDAF-12 ag = 7.4; FXN GAA850 act = 4.7; DAX1 inh-2 = 0.2

This is a random part of the collection. About 6.7% of those tested had a hit in this group.
